# Compound activity deposited in PubChem BioAssay by National Center for Advancing Translational Sciences (NCATS).
# RXFP1 antag: blocks the human relaxin receptor RXFP1. Q9HBX9. HEK293-RXFP1, relaxin-stimulated cAMP HTRF, 30 min; hits give low values. activity change, negative = inhibition, % at 57.5 µM. 350,000 compounds, 0.59% hits. AID 1259400;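 active means activity change of -60% or lower, but not beyond a set lower limit; inconclusive means change between -60% and -40%, or beyond the set limit; inactive means change above -40%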; further: on the % scale 0 is the no-effect control and ±100 the full control effect
# Target sequence (Q9HBX9 whole entry, looked up): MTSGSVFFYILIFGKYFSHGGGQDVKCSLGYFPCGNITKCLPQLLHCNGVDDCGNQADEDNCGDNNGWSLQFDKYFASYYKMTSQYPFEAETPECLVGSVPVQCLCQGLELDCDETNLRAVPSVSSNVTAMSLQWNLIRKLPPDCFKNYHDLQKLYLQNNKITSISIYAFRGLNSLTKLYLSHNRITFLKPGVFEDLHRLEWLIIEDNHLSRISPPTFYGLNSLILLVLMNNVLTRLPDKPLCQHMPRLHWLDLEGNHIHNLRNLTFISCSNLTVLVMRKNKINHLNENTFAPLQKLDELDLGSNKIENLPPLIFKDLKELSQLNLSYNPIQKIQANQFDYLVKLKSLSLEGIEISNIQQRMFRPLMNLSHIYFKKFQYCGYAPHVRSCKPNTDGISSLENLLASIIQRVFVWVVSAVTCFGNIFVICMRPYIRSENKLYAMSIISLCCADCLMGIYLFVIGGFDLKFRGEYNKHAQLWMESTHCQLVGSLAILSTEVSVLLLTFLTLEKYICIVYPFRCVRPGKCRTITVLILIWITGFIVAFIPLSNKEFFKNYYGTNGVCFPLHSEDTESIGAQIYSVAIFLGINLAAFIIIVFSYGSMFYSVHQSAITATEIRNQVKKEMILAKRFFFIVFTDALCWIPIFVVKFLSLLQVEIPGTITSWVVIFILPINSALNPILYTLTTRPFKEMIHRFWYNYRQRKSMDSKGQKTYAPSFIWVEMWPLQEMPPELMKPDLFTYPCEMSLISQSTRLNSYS
# TRHR ag: TRH receptor (human) agonism. TRHR cells, calcium flux fluo-8, FDSS agonist mode. activation, % at 2 µM. 360,000 compounds, 0.18% hits. AID 493084; further: 0% is about no effect
#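 TRHR-expressing cells, plated overnight in medium with 10% serum, were loaded with fluo-8 calcium dye at room temperature. After a 10 s baseline, library compound was pin-added and calcium release was recorded kinetically (ex 480/em 530) as agonist response.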
# D1 ag: agonists of human D1 dopamine receptor. P21728. HEK293 T-REx D1 cells, calcium flux, agonist mode. activation, % at 2 µM. 360,000 compounds, 1% hits; further: 0% is about no effect
#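 Agonism was scored from calcium flux recorded over 180 s (1 read/s) after pintool compound addition, following a 10-cycle baseline. Cells were inducible force-coupled HEK293 TREx D1, plated overnight at 30 C and loaded with no-wash calcium dye.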
# D2 ag: agonists of human D2 dopamine receptor; P14416; HEK293 T-REx D2 cells, calcium flux agonist mode; activation, % at 2 µM; 340,000 compounds, 0.53% hits; AID 485358;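 active means activation over 3 SD above normal in the single-dose calcium agonist read, cut at about 30% in these data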; further: 0% is about no effect
#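 Agonism scored from kinetic calcium signal (1 read/sec, 180 s) following compound pin transfer, after a 10 s baseline. Cells: HEK293 Trex line expressing inducible D2 receptor coupled to calcium, dye-loaded after overnight culture at 30 C.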
# D1 potentiator: enhances dopamine response at the human D1 receptor | 360,000 compounds, 0.036% hits | AID 504651 | potentiation, % at 10 µM | HEK293 TREx D1 cells, calcium flux, dopamine EC20 potentiation; in the data active means potentiation above about 30%; further: 0% is about no effect
# TRHR PAM: allosteric enhancers of human TRH receptor; P34981; TRHR cells, fluo-8 calcium fluorescence, EC20 TRH enhancement; enhancement, % at 2 µM; 360,000 compounds, 0.66% hits; AID 493056; in the data active means enhancement above about 30%; further: 0% is about no effect
#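 TRHR-expressing cells loaded with fluo-8 calcium dye were read kinetically (ex 480/em 530) during compound addition, then stimulated with an EC20 of TRH (10 nM final). Enhancement of the Gq-mediated intracellular calcium response was scored.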
# D1 antagonist: human D1 dopamine receptor antagonism; P21728; 360,000 compounds, 3.2% hits; HEK293 TREx D1 cells, calcium flux, dopamine EC80; hits give low values; activity change, negative = inhibition, % at 10 µM; in the data active means activity change below about -30%; further: on the % scale 0 is the no-effect control and ±100 the full control effect
#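 Tetracycline-induced HEK293 T-REx cells with force-coupled D1 receptor were loaded with a no-wash calcium dye. Compound was added after a 10 s baseline and read kinetically for 180 s; EC80 dopamine was then added and calcium flux followed another 180 s.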
# D2 potentiator: D2 dopamine receptor (human) potentiation; P14416; HEK293 T-REx D2, calcium flux, EC20 dopamine potentiation; potentiation, % at 10 µM; 340,000 compounds, 0.34% hits; AID 485347;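 active means potentiation over 3 SD above the plate norm, cut at about 30% in these data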; further: 0% is about no effect
#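 Potentiation of an EC20 dopamine calcium response measured kinetically over 180 s, after a preceding 180 s compound-only read flagging agonists. Cells: inducible Hek293 Trex D2 line, 4000/well, cultured overnight at 30 C before dye loading.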
# D2 antag: antagonizes the human D2 dopamine receptor | P14416 | HEK293 TREx D2 cells, calcium flux, dopamine EC80 | inhibition, % at 10 µM | 340,000 compounds, 2% hits | AID 485344; in the data active means inhibition above about 30%; further: 0% is about no effect
#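 Compounds are added to dye-loaded, induced HEK293 T-REx cells coupled to calcium release via D2; after a 3 min kinetic read an EC80 dopamine stimulus is given and fluorescence is recorded for 3 more min.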
# An asterisk follows results filed as active; ? = inconclusive; nt = no result given; & = joins results of further samples. Unless noted, no stated cut-off is given here; in the data, active means activation above about 30%; inactive means the rest.
SMILES,RXFP1 antag,TRHR ag,D1 ag,D2 ag,D1 potentiator,TRHR PAM,D1 antagonist,D2 potentiator,D2 antag
CCn1nc(CC(=O)Nc2nnc(CC(=O)N3CCCC3)s2)c2ccccc2c1=O,-5,0.6,4,3.7,-6,-3,-6,4,6
O=C(Nc1ccccc1)Nc1cccc(-c2nnco2)c1,5,-0.1,11,-0.5,-7,7,-17,1,7
O=C(O)c1cccc(NS(=O)(=O)c2ccc(Cl)c(C(=O)O)c2)c1,34,0.1,2,-0.3,0,-1,14,-5,2
CCC(C(=O)OC)n1cnc2c(cnn2-c2ccc(Cl)cc2)c1=O (configuration not stated),-3,0.0,7,-0.9,-9,-2,-13,-2,-8
CCC(=O)Nc1ccc(C(=O)CSc2nc(N)cc(N)n2)cc1,10,0.3,3,1.7,1,3,-2,18,-12
COc1ccc(CN2CCN(C(=O)Cn3nc(C)n4cccc4c3=O)CC2)c(OC)c1OC,12,0.7,2,1.0,7,1,-5,9,-11
Cc1ccc(SCc2c(C(=O)N/N=C/c3ccoc3)nnn2-c2nonc2N)cc1,4,0.1,3,0.3,-18,-10,-45*,-11,3
COC(=O)c1cn(C(=O)OC)c2ccccc12,6,0.9,0,1.3,-7,0,0,4,-7
NC1=C([N+](=O)[O-])C(c2ccc(F)cc2)C2=C(CCCC2=O)O1 (configuration not stated),2,0.0,1,-0.2,-1,1,9,8,0
O=C(NC1CCCCC1)C(c1ccccc1)N(Cc1ccco1)C(=O)Cn1cnc2ccccc21 (configuration not stated),-8,0.8,2,-0.4,-3,-14,-44*,3,3
CCc1cc(CNC(=O)C2CCC(=O)N(Cc3cccc(F)c3)C2)on1 (configuration not stated),-4,1.2,4,0.6,16,3,1,14,-5
O=C(CCc1nnc(-c2ccsc2)o1)N1CCCCC1CCn1ccnc1 (configuration not stated),-2,0.6,1,0.5,-5,-2,-1,8,8
O=C(CSc1nccn1Cc1ccc(Cl)cc1)Nc1ccc2c(c1)OCCO2,10,-0.4,1,-1.4,1,-2,-31*,9,nt
O=C(Nn1c(C2CCCCC2)nc2ccccc2c1=O)c1ccc(Cl)c([N+](=O)[O-])c1,?,0.1,9,1.6,2,-2,-14,6,0
O=C(Nc1nnc(S(=O)(=O)N2CCCc3ccccc32)s1)c1cccc(F)c1,-23,0.0,0,-0.7,-3,-5,-7,-4,nt
Cc1ccc(NC(=S)NCCN(C2CCCCC2)C2CCCC2)cc1C,-7,-0.1,3,-0.1,1,0,3,-19,13
O=C(Nc1ccc(N2CCOCC2)cc1)c1cc2c(s1)CCCC2,3,1.7,-1,-1.0,1,0,-7,-4,-4
CCN1/C(=C/c2ccc3cc(C)ccc3[n+]2CC)Sc2cc(C)c(C)cc21,-22,13,6,nt,-3,29,3,nt,nt
COc1ccc(-c2csc(CCn3nc(C)cc3C)n2)cc1OC,17,0.3,2,0.6,-2,1,-4,15,-3
C=Cc1ncc(OC)c2c1[nH]c1ccccc12,8,0.7,4,0.2,-6,4,-55*,9,-4
Cc1cc(C)c2c(=O)[nH]c(SCC(=O)c3ccc(F)c(C)c3)nc2n1,7,-1.3,0,-0.3,2,-1,2,-3,12
CCN(CC)S(=O)(=O)c1ccc2oc(C(=O)NC(C)C)c(C)c2c1,-2,-0.1,3,-0.1,1,4,-9,4,20
COC(=O)c1ccc(CSc2nnc(N)s2)o1,-7,0.4,5,-0.6,-3,-1,-10,-9,-17
COc1cc(Cl)c(C)cc1NC(=O)CSc1ccccc1,-20,-1.9,2,0.1,-13,-1,-23,-27,1
Fc1ccc(Br)cc1C1C=C(c2ccc(Br)s2)Nc2ncnn21 (configuration not stated),-68*,2.0,10,0.1,0,-4,-12,-10,-21
CCn1c(N)c(Br)c(=O)[nH]c1=O,-1,1.1,1,2.0,-5,-2,-19,1,-10
Cc1ccc(C(=O)NCc2ccccn2)cc1S(=O)(=O)N1CCOCC1,1,-0.2,5,0.7,nt,-1,1,5,7
Cc1cccc(CSCc2nnc(N)s2)c1,1,-0.9,1,0.1,1,-4,-11,-3,12
COC(=O)[C@@]12CCCCN1[C@H](c1ccc(-c3ccc(C(C)=O)cc3)cc1)[C@@H]1C(=O)N(C)C(=O)[C@@H]12,nt,0.1,8,1.6,-10,-4,-11,2,8
CCOC(=O)c1cc(-c2ccccc2)n(CCC(=O)Nc2ccccc2CC)c1C,-13,0.7,6,0.4,-4,14,-5,12,nt
CCc1ccccc1NC(=O)COc1ccc2c(c1)OCO2,-9,-0.1,6,2.3,-1,-1,2,-9,3
CC(C(=O)N1CCc2ccccc21)N1CCN(Cc2ccccc2)CC1 (configuration not stated),-2,0.4,5,nt,-4,14,12,nt,nt
O=C(NCC1CCCO1)c1cccc(NC(=O)c2ccc(Br)cc2)c1 (configuration not stated),-5,-0.9,6,nt,-2,1,-5,nt,nt
C=CCOc1ccccc1NC(=O)CN1C(=O)CNC1=O,-7,0.4,1,0.8,-6,-1,-23,nt,-20
CCOC(=O)c1cccc(NS(=O)(=O)c2ccc(-c3cnc(C4CC4)o3)cc2)c1,nt,-0.8,2,0.4,0,1,-12,5,nt
COc1cccc(/C=C2\SC(N3CCC(C)CC3)=NC2=O)c1OC,-1,-0.7,4,-0.6,-1,-5,-2,-9,-3
CCC1=Nc2cc(C(=O)N3CCC(C)CC3)ccc2Sc2ccc(C)cc21,?,-1.0,-1,0.7,2,8,6,23,nt
Cc1cccc(-n2c(C)cc(/C=N/n3cnnc3)c2C)c1,2,0.5,1,-0.4,-1,-1,-9,1,-1
COc1ccc(NS(=O)(=O)c2ccc3[nH]c4c(c3c2)CCCC4)cc1Cl,-12,-0.1,5,-0.4,5,2,-3,3,nt
COc1ccc2c(-c3ccccc3)cc(SC(C)C(N)=O)nc2c1 (configuration not stated),16,-0.1,2,-0.8,0,3,0,25,-3

# Next section; the last three above are carried over.
SMILES,RXFP1 antag,TRHR ag,D1 ag,D2 ag,D1 potentiator,TRHR PAM,D1 antagonist,D2 potentiator,D2 antag
Cc1cccc(-n2c(C)cc(/C=N/n3cnnc3)c2C)c1,2,0.5,1,-0.4,-1,-1,-9,1,-1
COc1ccc(NS(=O)(=O)c2ccc3[nH]c4c(c3c2)CCCC4)cc1Cl,-12,-0.1,5,-0.4,5,2,-3,3,nt
COc1ccc2c(-c3ccccc3)cc(SC(C)C(N)=O)nc2c1 (configuration not stated),16,-0.1,2,-0.8,0,3,0,25,-3
O=[N+]([O-])c1cc(C(F)(F)F)ccc1N/N=C/c1cc2ccccc2nc1Cl,nt,0.8,1,0.2,-1,-7,-3,3,-11
CSc1ccc(-c2nc3ncccn3c2Nc2ccc(C)c(C)c2)cc1,-30,0.1,0,-0.3,0,3,3,1,nt
Cc1ccc(S(=O)(=O)N2CCC(C(=O)NCc3ccccc3Cl)CC2)cc1,-35&-5,-0.6&-1.7,-2&11,-1.2,-1&-3,-2&-12,-12&-13,3&4,-10
CCOP(=O)(c1ccc(N(C)C)cc1)C(O)c1c(Cl)cccc1Cl (configuration not stated),-16,0.7,0,-0.3,-3,1,3,nt,-23
CCCN1Cc2cccc(C(=O)Nc3ccc(OC)cc3OC)c2C1=O,-12,-0.1,0,-0.2,-3,9,-5,-10,nt
Cc1ccc(C(=O)c2cn(CC(=O)NCc3ccccc3Cl)c3nc(C)ccc3c2=O)cc1,2,0.8,2,-0.7,-8,-12,-10,-8,nt
CC1(NC(=O)CCNC(=O)c2ccc(C(C)(C)C)cc2)CCS(=O)(=O)C1 (configuration not stated),-6,0.1,1,0.9,-3,-1,-4,-2,-1
COc1cc(/C=N/NC(N)=S)ccc1OCc1ccc(C)cc1,-31,-0.2,0,0.1,4,3,-6,1,6
NC(=O)C1CCN(c2ncnc3c2cnn3-c2ccccc2)CC1,2,1.4,1,0.0,0,-8,-6,0,nt
Cc1cc(C)c2nc(NC(=O)c3ccco3)sc2c1,-3,0.6,-1,0.3,2,-2,15,-4,12
CC(=O)NC(CCS(C)(=O)=O)C(=O)Nc1nc(C)cs1 (configuration not stated),-5,0.1,-1,-0.2,2,5,4,6,-1
CSc1ccc(CCNC(=O)C2=C(C)C(=O)OC23CCCCC3)cc1,-5,0.0,2,0.1,-4,24,-8,9,nt
COc1ccc(CCC(=O)Nc2ccc(-c3noc(-c4ccc(OC)c(OC)c4)n3)cc2)cc1,17,1.0,10,-2.4,0,8,-12,10,-18
COc1cccc(NC(=O)CN(Cc2ccccc2)S(C)(=O)=O)c1,0,0.3,2,1.2,4,1,-7,2,-3
COc1ccc(CCN(C)C(=O)C2CCN(C(=O)Nc3ccccc3)CC2)cc1OC,-1,0.0,0,0.0,-3,-3,4,5,10

# Complete entries from above.
# `COc1cccc(NC(=O)CN(Cc2ccccc2)S(C)(=O)=O)c1` in the list: RXFP1 antag: 0; TRHR ag: 0.3; D1 ag: 2; D2 ag: 1.2; D1 potentiator: 4; TRHR PAM: 1; D1 antagonist: -7; D2 potentiator: 2; D2 antag: -3
# `CCCN1Cc2cccc(C(=O)Nc3ccc(OC)cc3OC)c2C1=O` in the list: RXFP1 antag: -12; TRHR ag: -0.1; D1 ag: 0; D2 ag: -0.2; D1 potentiator: -3; TRHR PAM: 9; D1 antagonist: -5; D2 potentiator: -10; D2 antag: nt
